Screening data (PubChem)
BaF3 tox – parental Ba/F3 viability inhibition as JAK2V617F counter-screen; inhibition, % at 5.6 µM; AID 1486; CellTiter-Glo ATP luminescence; hit rate 1.1% among 220,000;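 active = inhibition above a per-campaign cutoff, the mean inhibition of all tested compounds plus 3 SD, cut at about 27% in these data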;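 note: 0% = DMSO wells and 100% = JAK Inhibitor I control wells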
Ba/F3 V617F tox – reduce viability of Ba/F3 cells dependent on JAK2V617F. Ba/F3 EpoR-JAK2V617F viability, ATP luminescence. inhibition, % at 5.6 µM. hit rate 1.1% among 220,000;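 active = inhibition above the campaign mean plus 3 SD over all tested compounds, cut at about 24% in these data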;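 note: cytokine-independent growth of Ba/F3 cells driven by EpoR plus mutant JAK2; 0% = DMSO-treated cells and 100% = JAK inhibitor I control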
PGE2 EP2 inh – EP2 receptor (human) inhibition. P43116. C6 glioma cells expressing human EP2, cAMP TR-FRET; cells stimulated with saturating PGE2. inhibition, % at 25 µM. hit rate 0.52% among 260,000;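 active = percent inhibition above 40 after rounding to a whole number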;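 note: rat C6 glioma host cells with rolipram phosphodiesterase inhibitor present; the protocol text gives 20 µM as final concentration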
p97 inhibitor – blocks human p97 ATPase activity. P55072. recombinant p97 ATPase, Kinase-Glo ATP luminescence, 3 h. inhibition, % at 8 µM. hit rate 0.42% among 220,000; in the data active = inhibition above about 15%;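 note: 0% = DMSO vehicle and 100% = wells lacking enzyme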
Target sequence (P55072 whole entry, looked up): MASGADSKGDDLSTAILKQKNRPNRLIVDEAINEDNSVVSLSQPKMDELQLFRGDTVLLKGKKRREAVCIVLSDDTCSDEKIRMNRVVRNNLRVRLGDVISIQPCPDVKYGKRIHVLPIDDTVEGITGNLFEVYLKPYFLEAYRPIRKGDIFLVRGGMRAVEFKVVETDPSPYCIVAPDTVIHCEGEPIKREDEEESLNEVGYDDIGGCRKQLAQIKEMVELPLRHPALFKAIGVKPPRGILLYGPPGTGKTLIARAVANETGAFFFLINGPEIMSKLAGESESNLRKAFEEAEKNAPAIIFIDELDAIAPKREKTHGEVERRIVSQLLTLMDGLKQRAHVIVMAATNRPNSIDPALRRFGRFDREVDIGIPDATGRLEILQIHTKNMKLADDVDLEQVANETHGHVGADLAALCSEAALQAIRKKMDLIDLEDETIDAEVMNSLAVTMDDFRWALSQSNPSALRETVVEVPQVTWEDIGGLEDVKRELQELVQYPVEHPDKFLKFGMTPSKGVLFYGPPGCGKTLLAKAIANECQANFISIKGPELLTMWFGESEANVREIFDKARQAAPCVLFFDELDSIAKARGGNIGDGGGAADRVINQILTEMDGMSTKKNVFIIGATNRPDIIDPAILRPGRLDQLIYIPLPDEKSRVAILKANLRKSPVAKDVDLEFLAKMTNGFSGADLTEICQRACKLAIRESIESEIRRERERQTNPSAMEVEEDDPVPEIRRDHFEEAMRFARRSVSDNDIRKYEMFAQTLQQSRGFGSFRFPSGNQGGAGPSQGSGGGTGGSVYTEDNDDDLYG
PPC-1+TRAIL kill – compounds killing PPC-1 cancer cells with TRAIL present (potentiator screen, no TRAIL-free arm) | PPC-1 cells + TRAIL, ATPLite viability luminescence | hit rate 0.41% among 220,000 | cell killing (% activity), % at 4 µM;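 active = cell killing above 50% in the first pass at 4 µM, then a duplicate retest at 5 µM averaging 50% or more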;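 note: plate controls were cells with TRAIL plus DMSO for no effect and medium-only wells lacking cells for full effect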
RBBP9 inh – inhibitors of human serine hydrolase RBBP9. hit rate 0.2% among 220,000. inhibition, % at 7.94 µM. recombinant RBBP9, FP-Rh probe fluorescence polarization. AID 1515. O75884;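 active = inhibition above the campaign mean of all tested compounds plus 3 SD, cut at about 14% in these data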;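 note: plate controls were DMSO wells with RBBP9 for no effect and wells lacking RBBP9 protein for full effect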
Target sequence (O75884 whole entry, looked up): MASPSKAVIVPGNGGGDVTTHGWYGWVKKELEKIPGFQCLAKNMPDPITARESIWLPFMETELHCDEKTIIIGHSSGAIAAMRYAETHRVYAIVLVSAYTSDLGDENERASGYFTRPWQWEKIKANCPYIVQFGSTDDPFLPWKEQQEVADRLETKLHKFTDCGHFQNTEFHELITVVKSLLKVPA
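Measured by: FP readout at 525/598 nm; material: recombinant human RBBP9; also added: Serine-hydrolase probe FP-Rh, 375 nM pre-mixing; medium: Tris buffer pH 8.0, NaCl, Pluronic; replication: one well per compound; doses: one concentration, 7.94 µM nominal, 0.794% DMSO; timing: preincubation 30 min plus labeling 45 min at 25 °C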
NCF1 inh – p47phox (human) inhibition | p47phox/p22phox peptide binding, fluorescence polarization, 2 h | inhibition, % at 24.7 µM | hit rate 0.53% among 220,000;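 active = inhibition above about 30%, limit read from the data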;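 note: 0% = p47phox with labelled peptide and 100% = labelled peptide alone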
Furin inh – human furin inhibition; P09958; purified furin, fluorogenic substrate cleavage; inhibition, % at 30 µM; hit rate 0.061% among 220,000; in the data active = inhibition above about 25%; note: inactives centre near -15
TbHK1 inh – blocks Trypanosoma brucei hexokinase 1 activity; inhibition, % at 10 µM; hit rate 0.11% among 220,000; recombinant TbHK1, G6PDH-coupled NADH A340; AID 1430;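 active = inhibition of 50% or more in the single-dose primary screen; inactive = inhibition below 50%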
* = called active by the depositor; · = no result given; & = joins results of further samples; [ ] = another dose, or the depositor's remark. Not all compounds are listed; rates above refer to the full screens.

Values in the order – BaF3 tox	Ba/F3 V617F tox	PGE2 EP2 inh	p97 inhibitor	PPC-1+TRAIL kill	RBBP9 inh	NCF1 inh	Furin inh	TbHK1 inh
> CCN1C(=O)c2cccc3c(S(=O)(=O)NCC4CCCO4)ccc1c23 (stereo not given)
    -4	-1	9	7	14	-7	5	-14	-21
> CCOC(=O)C(Oc1ccc(=O)n(-c2ccccc2)n1)C(C)=O (stereo not given)
    1	-3	5	5	-1	-8	0	-13	0
> CCCn1c(SCC(=O)NC2CCCc3ccccc32)n[nH]c1=O (stereo not given)
    8	57*	12	4	4	2	-3	-31	-2
> COc1ccc([C@@H]2OC2(C(N)=O)C(N)=O)cc1
    -4	-2	7	3	24	-6	-16	-15	-7
> CN=C1SC(CC(=O)Nc2ccccc2F)C(=O)N1/N=C/c1ccc(O)c(OC)c1 (stereo not given)
    1	-2	7	1	27	4	-19	-5	-13
> Cc1nn(C)c(C)c1S(=O)(=O)N1CCC(C(=O)NC(C)c2ccccc2)CC1 (stereo not given)
    10	1	10	3	3	1	-9	-19	3
> CCC(CO)Nc1ncnc2c1cnn2-c1ccc(Cl)cc1 (stereo not given)
    0	-2	22	1	26	-3	-8	-14	-8
> Cc1ccc(N(CC(N)=O)C2SC(=O)NC2=O)cc1 (stereo not given)
    0	1	8&13	-4	14	-4	-2	-9	-5
> COC(=O)c1ccc(NC(=S)NCCCN2CCCC2=O)cc1
    3	-2	6	-2	16	2	-4	-14	0
> CCOC(=O)c1c(C)c(C(=O)Nc2cc(OC)ccc2OC)c(C)n1CC
    2	-2	3	-7	6	-6	-4	-21	-6
> Cc1ccc(C)c(NC(=O)C(Sc2nc3ccc(C)cc3[nH]2)c2ccccc2)c1 (stereo not given)
    6	0	5	-6	-3	-4	-4	-10	9
> CCCOP(=O)(c1ccc(N(C)C)cc1)C(O)c1ccncc1 (stereo not given)
    7	-2	4	2	9	-2	13	-28	1
> c1cc(-c2nnc(-c3ccncc3)o2)ccn1
    4	6	2	-4	18	-5	-4	3	74*
> Cc1ccc(CSCCNC(=O)CN(c2cc(C)ccc2C)S(C)(=O)=O)cc1
    6	-1	6	1	14	3	-7	-7	2
> Cc1ccc(S(=O)(=O)Nc2ccc3c(c2)nc(CN2CCCC2)n3C)cc1
    6	2	14	-4	-27	-8	-4	-1[20 µM]	1
> N#C/C(=C\c1ccc(N2CCCC2)c([N+](=O)[O-])c1)c1nc2ccccc2[nH]1
    2	2	9	-3	19	-4	8	-4[20 µM]	-10
> Cn1nc(C(C)(C)C)c(NC(=O)c2cccs2)c1C(C)(C)C
    3	0	9	3	-2	0	-10	-27	-4
> O=C(c1ccco1)N1CCN(C(=O)C(Cc2ccccc2)NS(=O)(=O)c2cccs2)CC1 (stereo not given)
    1	-1	8	1	12	-8	-8	-13	0
> COc1ccccc1-c1nnc(SCc2ccccn2)n1C
    8	-1	5	1	16	-1	-8	-20[20 µM]	7
> C/C(O)=C(\C#N)c1nnc2n1CCCCC2
    1	-2	-1	6	-11	1	-2	-11	1
> O=C(CCNc1n[nH]c(=O)[nH]c1=O)N1CCOCC1
    3	-5	2&6	0	19	-1	2	-18	3
> CCC(C)NS(=O)(=O)c1ccc(OCC(=O)NCc2cccnc2)cc1 (stereo not given)
    4	1	7	3	31	-5	-5	-22	-1
> O=C(CSc1ccc2c(c1)OCCO2)Nc1ccc(N2CCOCC2)cc1
    9	7	10	1	-9	-3	-7	-25	1
> O=c1c2ccccc2nc(SCCN2CCCCC2)n1CCc1ccccc1
    12	8	7	-2	·	-13	-8	-19	1
> COc1ccccc1OCC#CCNC1CCCCC1C (stereo not given)
    0	-3	8	6	47	0	1	-20	2
> Cc1nnc(SCc2cccc(CSc3nnc(C)s3)c2)s1
    5	0	14	3	7	-7	-1	-19[20 µM]	-4
> Cn1[nH]c(=O)c2ccccc2c1=O
    1	-1	6	3	32	5	-17	-13	-7
> CC(=O)Nc1ccccc1OCC(=O)c1ccc2c(c1)OCO2
    7	1	7	2	12	-5	-10	-14	-10
> O=C(O)c1cccc(Nc2nc(Nc3ccccc3)nc(N3CCCC3)n2)c1
    6	3	14	2	-8	4	-8	-23	-7
> Cn1nc(Oc2nc(N3CCOCC3)nc(N3CCOCC3)n2)ccc1=O
    2	-1	5	-3	1	-3	-5	-19[20 µM]	-9

Values in the order – BaF3 tox	Ba/F3 V617F tox	PGE2 EP2 inh	p97 inhibitor	PPC-1+TRAIL kill	RBBP9 inh	NCF1 inh	Furin inh	TbHK1 inh
> Fc1ccc(CSc2nnc(-c3cccs3)o2)cc1
    10	-3	5&10	-1	18	-10	5	-13[20 µM]	5
> O=C(O)c1cc(N2C(=O)C3CC=CCC3C2=O)ccc1NCc1cccnc1 (stereo not given)
    1	-4	·	6	-11	4	-6	-13[20 µM]	-15
> Cc1cnc(C(=O)Nc2ccccc2C(=O)N2CCOCC2)cn1
    1	0	10	3	-18	-5	-13	-10	-3
> Cn1c(C(=O)NCCCN2CCN(c3cccc(Cl)c3)CC2)cc2c(=O)n(C)c3ccccc3c21
    6	0	1	2	20[5 µM]	-8	-39	-27	1
> Cn1c(SCC(=O)NCc2cccs2)nnc1-c1ccc(O)cc1
    12	0	12	0	-14	-1	0	-30	-1
> CCN(Cc1ccccc1)S(=O)(=O)c1ccc(C(=O)Nc2nnc(C3CC3)o2)cc1
    ·	·	10	·	36	·	-1	-15	12
> COc1ccc(CNc2nc3nc(-c4ccccc4)cc(=O)n3[nH]2)cc1OC
    0	-4	18	5	10	-8	-2	-18[20 µM]	-8
> N#Cc1c(N)sc2c1CCN(C(=O)OCc1ccccc1)C2
    5	-4	8	3	-16	-6	-21	-15[20 µM]	-6
> O=C(CCCOc1ccc(Cl)cc1)NCC1CCCO1 (stereo not given)
    -4	-4	26	3	9	-2	-1	-13[20 µM]	8
> NC(N)=N/N=C/c1ccccc1
    1	-4	17	5	2	2	-2	-18[20 µM]	-1
> O=C(CSCc1c(Cl)cccc1Cl)NCC1CCCO1 (stereo not given)
    2	-1	5	4	11	-3	-5	-16[20 µM]	-3
> CCN(CC)S(=O)(=O)c1ccc(NC(=O)C(OC)c2ccccc2)cc1 (stereo not given)
    3	3	8	0	9	-7	3	-21[20 µM]	-5
> COc1ccc(-c2cc(C(=O)Nc3cc(C)nn3-c3ccccc3)no2)cc1
    -2	-5	4	2	3	-7	-7	-20[20 µM]	-8
> CCN(CC(=O)NCc1ccc(F)cc1)Cc1cc(=O)n2ccsc2n1
    1	-2	3	2	6	-9	-7	-22	-3
> C=C1CCN(CC(=O)OC)S(=O)(=O)c2ccccc21
    ·	·	15	·	10	·	9	-17	-6
> Clc1ccccc1-c1nc2nc3ccccc3nc2n1-c1ccc2c(c1)OCO2
    11	6	6	6	20	-5	174*	-13	-22
> O=C1CC(=O)C(n2cncn2)C(c2ccc(Cl)cc2Cl)C1 (stereo not given)
    2	4	2	-3	-1	-3	-13	-7[20 µM]	7
> Nc1c(C(=O)N/N=C/c2ccc(F)cc2)oc2nc(-c3ccccc3)cc(-c3ccco3)c12
    -1	1	12	4	9	1	-1	-11	-55
> Cc1nc(Nc2ccc(C(=O)O)cc2)nc(Nc2ccc(C(=O)O)cc2)c1[N+](=O)[O-]
    8	3	3	4	4	0	-19	9	-13
> CNC(=S)N/N=C(\C)c1ccc(N2CCOCC2)cc1
    41*	96*	11	0	8[5 µM]	-4	-7	7	-28
> Clc1cccc(N/N=C(\Cc2nc3ccccc3[nH]2)c2ccccc2)c1
    6	1	3	3	24	0	-11	-11	-2
> CCOC(=O)c1cc2ccccc2nc1C
    5	-4	7	3	27	8	2	-24[20 µM]	-3
> CCc1nnc(NC(=O)CSc2nnc(COc3ccccc3C)o2)s1
    4	1	11	-4	40	-9	-34	-10	-8
> Cc1ccc(-n2cc(C(=O)c3ccc4ccccc4c3O)cn2)cc1
    6	-1	6	2	9	-4	-21	-10[20 µM]	-5
> CCC(C)(C)NC(=O)C(c1ccccc1F)N(Cc1ccco1)C(=O)Cn1nnc2ccccc21 (stereo not given)
    0	0	9	-1	-3	-9	-10	-14	-2
> COCC(=O)NCCc1nc2ccccc2[nH]1
    1	-1	12	-4	-2	-6	-8	-22	6
> CC1(C)Cc2c(sc(NC(=O)c3ccc4ncsc4c3)c2C(N)=O)C(C)(C)N1
    2	-1	7	4	14	-9	-20	-6	-19
> CC(NC(=O)C1CCC(CNc2c(N3CCOCC3)c(=O)c2=O)CC1)c1ccccc1 (stereo not given)
    1	-5	9	1	-3	-5	-6	-2	-4
> CCOC(=O)CSc1nc(C(C)C)nc2sc(C)c(C)c12
    -1	2	10	-8	-1	-10	-2	-10	-7
> c1ccc(-c2nc(N3CCCC3)nc3ccccc23)cc1
    5	1	9	-1	17	-4	-11	-19	2

Reprinted from the part before: 2 compounds, then new ones.
Values in the order – BaF3 tox	Ba/F3 V617F tox	PGE2 EP2 inh	p97 inhibitor	PPC-1+TRAIL kill	RBBP9 inh	NCF1 inh	Furin inh	TbHK1 inh
> CCOC(=O)CSc1nc(C(C)C)nc2sc(C)c(C)c12
    -1	2	10	-8	-1	-10	-2	-10	-7
> c1ccc(-c2nc(N3CCCC3)nc3ccccc23)cc1
    5	1	9	-1	17	-4	-11	-19	2
> COCC(C)N1CC(O)=C(c2nc(-c3ccc(Cl)cc3)cs2)C1=N (stereo not given)
    7	3	11	2	-9	9	-8	-24	-7
> Cc1ccc(NC(=O)Cn2c(=O)n(Cc3ccco3)c(=N)c3c4c(sc32)COC(C)(C)C4)cc1
    0	-1	11	0	-22	-4	-29	-23	-11
> Cc1cccc(C)c1NC(=O)NC1(C(=O)NCCN2CCOCC2)CCCCC1
    5	0	5	0	18	-9	-3	-28	-8
> CCOc1ccccc1N1CCN(C(=O)Nc2ccc(F)c(Cl)c2)CC1
    1	-4	9	3	-12	-3	-8	-11[20 µM]	1
> C=CCNC(=S)N/N=C/c1ccc(C)s1
    -11	4	1	2	28	7	-18	5	-82
> CN(CC(O)Cn1c2ccccc2c2ccccc21)S(C)(=O)=O (stereo not given)
    5	2	8	-3	0	-6	19	-26	-8
> CCCCNC(=O)CSc1nc2ccccc2c(=O)n1C1CCCC1
    4	-1	8	-2	5	-10	-3	-30	4
> CN=C(NC)SC1CC(=O)N(c2ccccc2)C1=O (stereo not given)
    8	3	12	1	-2	-8	-10	-9	5
> Cc1noc(C)c1CSc1nc2ccccc2nc1NS(=O)(=O)c1ccc(Cl)cc1
    2	-3	14	-5	3	2	-40	-12	0
> Cc1cccc(C)c1NC(=O)CN1C(=O)N(C)Cc2ccccc21
    4	1	4	3	-15	-3	-2	-35	-5
> N/C(=N\OC(=O)CCCOc1ccccc1)c1ccc(Br)cc1
    -1	-5	6	4	-20	-6	-17	-17	-2
> Oc1ccc2ccccc2c1C=Nc1ccc(Cl)cn1
    4	3	4	0	13	-1	-74	-14	-6
> COC(=O)Nc1sc2c(c1C(=O)N1CCOCC1)CCC(C)C2 (stereo not given)
    3	3	9	3	24	0	3	-19[20 µM]	-4
> Cc1cn2nc(N)c3ccccc3c2n1
    2	-2	18	6	18	-14	-21	-16	-7
> CC1=NNC(=O)C1C(c1cccc(O)c1)C(C#N)C#N (stereo not given)
    3	-6	6	12	6	11	14	-22	-3
> CC(C)OC(=O)c1c(NC(=O)CCn2nnc3ccccc32)sc2c1CCCC2
    9	5	11	-3	19	-4	-33	-5	0

Rewritten as comma-separated lines: entries from further up.
Molecule,BaF3 tox,Ba/F3 V617F tox,PGE2 EP2 inh,p97 inhibitor,PPC-1+TRAIL kill,RBBP9 inh,NCF1 inh,Furin inh,TbHK1 inh
CN=C(NC)SC1CC(=O)N(c2ccccc2)C1=O (stereo not given),8,3,12,1,-2,-8,-10,-9,5
Cc1noc(C)c1CSc1nc2ccccc2nc1NS(=O)(=O)c1ccc(Cl)cc1,2,-3,14,-5,3,2,-40,-12,0
